Bcl-B displacement: displacers of TR3 peptide from Bcl-B, primary screen, selectivity assay for Bfl-1 inhibitor project, biochemical, fluorescence polarization; displacement, % at 20 µM; hits with a dose series show IC50 in µM; AID 748; FP displacement of FITC-TR3 peptide from Bcl-B; higher % means a stronger effect; 96,000 tested, 0.11% active;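 active = displacement above 50% at 20 µM plus a fluorescence interference ratio under 1.5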;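 also: plate controls were wells without compound for no effect and wells lacking Bcl-B protein for full effect; a part of the inactive calls stands beside numbers as strong as those of hits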
MRP resist rev: reverses drug resistance mediated by MRP; 85,000 tested, 0.04% active; differential viability (reversal), % at 10 µM; H69AR cells + 2 uM doxorubicin, CellTiter-Glo, 72 h;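 active = viability drop by adding the cancer drug above about 55%, with treated viability meeting a 40% cutoff, limit read from the data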;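 also: viability without doxorubicin minus viability with 2 µM doxorubicin for each compound; larger differential means the compound sensitizes cells more to doxorubicin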
NFkB transloc inh: blocks IL-1B driven NFkB nuclear translocation in HUVEC cells; inhibition, % at 2 µM; HUVEC IL-1B NFkB p65 nuclear translocation imaging; 94,000 tested, 0.43% active;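 active = inhibition above about 30% together with a positive call from visual inspection of the well image, limit read from the data; inconclusive = inhibition above a set limit but visual check negative; inactive = inhibition not above a set limit, visual check negative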;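 also: nuclear over cytoplasmic p65 intensity ratio measured by imaging; 0% = IL-1B stimulated DMSO wells and 100% = unstimulated DMSO wells; values of inactives mirror those of a sister screen read the other way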
NFkB transloc pot: enhances IL-1B driven NFkB nuclear translocation | activation, % at 2 µM | 94,000 tested, 0.3% active | HUVEC IL-1B NFkB p65 nuclear translocation imaging | AID 819;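 active = activation above 40%, about the mean plus 3 SD, also judged a hit on visual image review; inconclusive = activation above 40% but not a hit on visual review; inactive = activation not above 40% and no visual hit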;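 also: percent activation is computed from the nuclear over cytoplasmic p65 intensity ratio; values of inactives mirror those of a sister screen read the other way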
PLAP inhibition: PLAP enzyme inhibitors, biochemical, luminescence, HTS (AID 690) | purified PLAP, luminescent substrate; higher % means a stronger effect | inhibition, % at 20 µM, or IC50 in µM where a hit was titrated | 96,000 tested, 0.08% active; in the data active = a potency from the dose series; inactive = the rest, 99 in 100 with inhibition below about 30%; also: strong numbers were not always called active
MRP resist rev cytotoxicity: further read-out of MRP resist rev, marked with its call; viability, %; H69AR cells, CellTiter-Glo, 72 h; measured here: cytotoxicity without doxorubicin
MRP resist rev with doxorubicin: recorded beside MRP resist rev, whose call it bears; viability, %; measured here: viability with 2 uM doxorubicin; active compounds read low
NFkB transloc inh cell count 2 µM: second read-out of NFkB transloc inh, no call of its own (marks repeat the call); cell count; measured here: cells passing quality filter;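 raw number of nuclei counted in each imaged well without normalization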
NFkB transloc pot cell count 2 µM: second read-out of NFkB transloc pot, no call of its own (marks repeat the call); cell count; measured here: cells passing quality filter
Numbers without * were called inactive; ? = inconclusive; nt = not tested or not shown. Not all compounds are listed; the hit share may differ from the screen's.

Compound | MRP resist rev | NFkB transloc inh cell count 2 µM | PLAP inhibition | MRP resist rev with doxorubicin | NFkB transloc pot cell count 2 µM | NFkB transloc inh | NFkB transloc pot | MRP resist rev cytotoxicity | Bcl-B displacement
O=[N+]([O-])c1cccc(Cl)c1NCCNc1ncc(C(F)(F)F)cc1Cl | nt | 147 | -13.2% | nt | 147 | 5.5 | -5.5 | nt | 0.3%
CCOC(=O)c1c(N)c(C#N)c2n1CCCCC2 | -2.8 | 150 | 21.0% | 86.8 | 150 | -15.4 | 15.3 | 84.0 | -3.0%
COc1ccc(C(=O)/C(=C/c2cccs2)c2nc3ccccc3o2)cc1 | 13.5 | 166 | -41.1% | 60.7 | 166 | -23.2 | 23.2 | 74.2 | 3.9%
CCn1nc(NC(=O)c2ccncc2)c2cc3ccc(C)cc3nc21 | 1.6 | 94 | 5.3% | 71.1 | 94 | 4.5 | -4.5 | 72.7 | 2.5%
COc1ccc(CCNS(=O)(=O)c2cccc(C(=O)O)c2)cc1OC | 8.4 | 120 | -10.2% | 91.8 | 120 | 4.5 | -4.5 | 100.2 | -1.8%
COc1ccccc1Nc1nc(=O)[nH]nc1C | 2.4 | 178 | 2.1% | 93.9 | 178 | -19.6 | 19.6 | 96.3 | -3.8%
Clc1nc(-c2n[nH]nc2Cl)n[nH]1 | nt | nt | 14.3% | nt | nt | nt | nt | nt | 1.9%
CCOc1ccccc1OCC(=O)NCc1ccco1 | -32.5 | 169 | -37.5% | 79.9 | 169 | -9.1 | 9.1 | 47.3 | 43.3%
C=CCNc1nnc(C)c2ccccc12 | 6.3 | 178 | 1.5% | 92.4 | 178 | -32.1 | 32.1 | 98.8 | 8.6%
CCCCC1(C)NC(=O)c2c(C)sc(C(=O)OCC)c2N1 (stereo unspecified) | -7.2 | 146 | -13.9% | 63.8 | 146 | 1.2 | -1.2 | 56.6 | -5.5%
CCCn1nnc(NC(=O)c2cc(Br)cc(Br)c2OC)n1 | -15.3 | 75 | -29.9% | 122.8 | 75 | 6.9 | -6.9 | 107.5 | -6.8%
COc1ccccc1CNC(=O)c1ccc(SC)cc1OC | nt | 133 | 8.1% | nt | nt | -82.9 | ? | nt | -0.6%
CCC(=O)Nc1cc2nn(-c3ccc(OC)cc3)nc2cc1C | -5.0 | nt | 17.8% | 91.6 | nt | nt | nt | 86.6 | 9.2%
CC(C)NC(=O)c1cccc(Cn2cc(Cl)cn2)c1 | -5.1 | 197 | -7.2% | 100.5 | 197 | 6.8 | -6.8 | 95.4 | -14.0%
CCN(CC)CCN1C(=O)C(O)=C(C(=O)c2sc(C)nc2C)C1c1cccnc1 (stereo unspecified) | -4.3 | 100 | -2.5% | 93.2 | 100 | -15.1 | 15.1 | 88.9 | 5.7%
CC(CCc1ccccc1)NC(=O)CN1CCN(Cc2ccccc2)C1=O (stereo unspecified) | 6.3 | 101 | -3.6% | 89.9 | 101 | -5.5 | 5.5 | 96.2 | 3.1%
CCOC(=O)c1sc2nc(N3CCOCC3)c3c(c2c1N)CCN(Cc1ccccc1)C3 | 2.9 | 151 | 8.1% | 78.5 | 151 | -14.7 | 14.7 | 81.5 | -20.1%
COCCCn1c(N)c(-c2nc3ccccc3n2C)c2nc3ccccc3nc21 | -12.8 | 209 | -95.9% | 74.9 | 209 | -10.6 | 10.6 | 62.1 | -50.2%
CN1CCCC1CCNC1C2CC3CC(C2)CC1C3 (stereo unspecified) | nt | 210 | -0.6% | nt | 210 | 7.3 | -7.3 | nt | -1.5%
CCN1CNC(=S)N(c2cccc(C)c2C)C1 | -6.1 | 175 | 16.0% | 100.6 | 175 | -12.3 | 12.3 | 94.5 | -8.8%
CC(C)CC(=O)Nc1cc(C(F)(F)F)ccc1N1CCOCC1 | 4.8 | 169 | -36.5% | 75.9 | 169 | 11.7 | -11.7 | 80.6 | 3.4%
CC(C)CNC(=S)NNC(=O)c1csc2c1CCCC2 | nt | 201 | -2.4% | nt | 201 | -8.1 | 8.1 | nt | -3.7%
O=C(NCc1cccnc1)NC1(C(F)(F)F)Oc2ccc(Cl)cc2O1 (stereo unspecified) | -24.0 | 185 | 12.4µM* | 55.2 | 185 | 6.9 | -6.9 | 31.1 | 1.4%
Cc1oc2nc(SCC(=O)NCCCO)nc(N)c2c1C | -2.0 | nt | 8.5% | 89.4 | nt | nt | nt | 87.3 | 20.5%
CCOC(=O)c1nn(-c2ccc(Br)cc2)cc1C(=O)c1cccc2ccccc12 | nt | 113 | -2.6% | nt | 113 | -3.5 | 3.5 | nt | -1.7%
CNC(=O)/C(C#N)=C/c1ccc(-c2ccc(OC)cc2[N+](=O)[O-])o1 | nt | 149 | 13.4% | nt | 149 | 1.4 | -1.4 | nt | 12.9%
CCOC(=O)N1CCC(NC(=O)c2sc3nc4n(c(=O)c3c2C)CCCC4)CC1 | -94.5 | 70 | -14.1% | 199.2 | 70 | -16.4 | 16.4 | 104.7 | -1.6%
CCOC(=O)c1ccc(NC(=O)C2CCN(S(=O)(=O)c3ccccc3)CC2)cc1 | nt | 39 | nt | nt | 39 | 18.9 | -18.9 | nt | nt
CCOC(=O)c1c(NC(=O)CN2CCCCC2)sc2c1CCC(C=O)=C2Cl | nt | 110 | -1.5% | nt | 110 | 7.1 | -7.1 | nt | -23.4%
CN(C)S(=O)(=O)c1ccc(C(=O)Nc2ccccn2)cc1 | 4.7 | 143 | 16.5% | 93.2 | 143 | 11.4 | -11.4 | 97.9 | -2.5%
Cc1noc(C)c1CSc1nc2sc(C)c(C)c2c(=O)n1C1CCCC1 | -2.8 | 130 | 0.7% | 50.4 | 130 | 3.1 | -3.1 | 47.6 | -1.2%
O=C(O)C1CC(=O)N(c2ccc(F)c(F)c2)C1 (stereo unspecified) | -1.2 | 112 | 12.1% | 89.9 | 112 | -7.6 | 7.6 | 88.7 | -1.7%
CCOC(=O)CS(=O)(=O)c1ccc2ccccc2c1 | 15.2 | 121 | 12.9% | 91.4 | 121 | 0.8 | -0.8 | 106.7 | 2.4%
CCCCNC(=O)c1cc2c(=O)n3cccc(C)c3nc2n1C | -14.7 | nt | 18.0% | 56.9 | nt | nt | nt | 42.2 | 3.3%
CC(C)CN(/C=N/c1sc2c(c1C#N)CCCCC2)CC(C)C | 12.1 | 68 | 5.7% | 77.1 | 68 | -14.5 | 14.5 | 89.2 | 6.0%
COC(=O)[C@@H](NC(=O)Nc1ccc2c(c1)OCCO2)C(C)C | -5.3 | 52 | 4.6% | 99.2 | 52 | 20.4 | -20.4 | 93.9 | 9.6%
CCS(=O)CCSc1nc2ccccc2s1 (stereo unspecified) | -13.3 | 135 | -17.7% | 96.6 | 135 | -4.9 | 4.9 | 83.3 | -3.1%
CNC(=O)c1sccc1S(=O)(=O)Cc1c(Cl)cccc1Cl | 9.6 | nt | 15.5% | 86.3 | nt | nt | nt | 96.0 | -4.0%
CCOC(=O)c1c(NC(=S)NC(=O)c2cnn(CC)c2)sc2c1CCC(C)C2 (stereo unspecified) | nt | nt | 10.3% | nt | 121 | ? | -33.6 | nt | 13.5%
CCCCCCn1c(SCCN2CCOCC2)nc2c1c(=O)[nH]c(=O)n2C | -1.4 | 125 | nt | 80.5 | 125 | -1.6 | 1.6 | 79.2 | 8.1%
C=CCn1c(=N)c(C#N)cc2c(=O)n3ccccc3nc21 | -3.3 | 133 | nt | 86.8 | 133 | -13.4 | 13.3 | 83.5 | nt
O=C(Nc1nc(-c2ccc(S(=O)(=O)N3CCCCCC3)cc2)cs1)c1ccccc1 | -3.2 | 165 | -14.3% | 48.6 | 165 | -22.8 | 22.8 | 45.4 | -17.2%
CNC(=O)CSCc1cnn(-c2ccccc2)c1-n1cccc1 | -7.1 | 159 | -57.9% | 93.6 | 159 | 3.9 | -3.9 | 86.5 | -12.8%
CCN1CCN(CC(=O)Nc2ccc(C)cc2C)C(=O)C1=O | 0.7 | 184 | 8.7% | 91.6 | 184 | 11.9 | -11.9 | 92.3 | 4.7%
Cc1ccc(OCC(=O)N2CCN(c3ccc([N+](=O)[O-])c(N4CCOCC4)c3)CC2)cc1 | nt | 100 | -20.2% | nt | 100 | 3.7 | -3.7 | nt | -2.5%
CC(=O)C(Sc1ccc2nnc(-c3ccncc3)n2n1)C(C)=O | -4.3 | 61 | nt | 106.7 | 61 | 0.9 | -0.9 | 102.4 | nt
COc1ccc(CCNC(=O)CSc2nc(C)nc3c2oc2ccccc23)cc1OC | -4.9 | 201 | -30.2% | 85.5 | 201 | -0.4 | 0.4 | 80.7 | -7.6%
COc1ccc(NC(=O)Cn2cnc3c(cnn3-c3ccc(C)c(C)c3)c2=O)c(OC)c1 | -9.3 | 118 | 8.9% | 17.6 | 118 | -39.9 | 39.9 | 8.3 | -72.3%
CCCNC(=O)CCC(NS(=O)(=O)c1ccc(C)cc1)C(=O)NCCC (stereo unspecified) | 13.5 | 128 | 9.4% | 79.9 | 128 | -3.9 | 3.9 | 93.4 | -23.5%
O=C(CN1C(=O)NC2(CCc3ccccc32)C1=O)c1ccc2c(c1)OCCO2 (stereo unspecified) | 0.7 | nt | -12.3% | 84.9 | nt | nt | nt | 85.5 | -13.7%
CCOC(=O)C1CCN(C(=O)COc2ccc(Cl)cc2)CC1 | 20.9 | 135 | -8.2% | 80.1 | 135 | 7.5 | -7.5 | 100.9 | -11.2%
CC(=O)Nc1ccc(S(=O)(=O)N2CCN(C(=O)c3cccnc3)CC2)cc1 | 5.7 | 148 | -6.6% | 97.7 | 148 | 12.6 | -12.6 | 103.4 | -0.4%
COc1cccc(-n2nnc3c(=O)n(Cc4c(F)cccc4Cl)cnc32)c1 | 3.9 | 148 | nt | 86.0 | 148 | 13.6 | -13.6 | 89.9 | nt
COc1cc(OC)c(-c2nnc(-c3ccc(OC)c(OC)c3OC)o2)cc1OC | -23.2 | 172 | -23.0% | 71.6 | 172 | -13.8 | 13.8 | 48.4 | -5.1%
CC1CCCC(NC(=O)COC(=O)c2ccc(N(C)C)cc2)C1C (stereo unspecified) | 13.5 | 103 | -0.6% | 75.2 | 103 | 10.6 | -10.6 | 88.7 | 12.6%
O=C(NC(Cc1c[nH]c2ccccc12)c1nnc2n1CCCCC2)c1cccs1 (stereo unspecified) | 3.6 | 155 | -59.5% | 95.1 | 155 | -0.9 | 0.9 | 98.7 | -15.7%
CCn1cc(SCC(N)=O)c2ccccc21 | -2.9 | nt | -26.2% | 96.6 | nt | nt | nt | 93.7 | 2.0%
CC(C)OP(=O)(OC(C)C)C(NC(=O)c1ccc(Br)cc1)c1ccccc1 (stereo unspecified) | -31.6 | 135 | -2.8% | 59.9 | 135 | -1.2 | 1.2 | 28.3 | 4.3%
O=C(NCCc1ccccc1)C1CCCN(S(=O)(=O)c2cnc[nH]2)C1 (stereo unspecified) | -0.9 | 173 | 6.1% | 94.9 | 173 | 10.2 | -10.2 | 93.9 | 5.4%

Whole records from above. Values in the order: MRP resist rev, NFkB transloc inh cell count 2 µM, PLAP inhibition, MRP resist rev with doxorubicin, NFkB transloc pot cell count 2 µM, NFkB transloc inh, NFkB transloc pot, MRP resist rev cytotoxicity, Bcl-B displacement
CCCNC(=O)CCC(NS(=O)(=O)c1ccc(C)cc1)C(=O)NCCC (stereo unspecified) is entered as 13.5, 128, 9.4%, 79.9, 128, -3.9, 3.9, 93.4, -23.5%
O=C(NC(Cc1c[nH]c2ccccc12)c1nnc2n1CCCCC2)c1cccs1 (stereo unspecified) is entered as 3.6, 155, -59.5%, 95.1, 155, -0.9, 0.9, 98.7, -15.7%
CC(=O)Nc1ccc(S(=O)(=O)N2CCN(C(=O)c3cccnc3)CC2)cc1 is entered as 5.7, 148, -6.6%, 97.7, 148, 12.6, -12.6, 103.4, -0.4%

From PubChem
